Screens from PubChem BioAssay.
Integrin act MD – integrin-mediated muscular dystrophy alleviation activation; 0.064% of 350,000 active; AID 624291; Potency, µM (titrated, usually from 38.3 µM), for the others: at the top dose activation, actives largely listed as activators; alpha7betagal myoblasts, beta-gal FDG fluorescence, 48 h;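 further: potency means the concentration at half of the fitted maximal effect; 100% = response of the positive control SU9516; nearly all actives have a fitted effect of over 60% in size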
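alpha7betagal+/- myoblasts (passage 13, 250/well) treated 48 h at 37C with compounds at 1:260 dilution of DMSO stock. Lysed, then beta-galactosidase activity read as FDG fluorescence (ex 480/em 540) after 30 min, with pre-read for autofluorescence.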
AT treatment – potential ataxia-telangiectasia treatments restoring KAP-1 phosphorylation | […] A-T fibroblasts, KAP-1 phosphorylation AlphaLISA; neocarzinostatin DNA damage 30 min before lysis | Potency, µM (series often up to 57.5 µM), for the others: top-dose activation, usual class: activators | AID 485349 | 0.19% of 320,000 active; further: potency means the concentration at half of the fitted maximal effect; % of control where 0% means no effect; nearly all actives have a fitted effect of over 45% in size
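hTERT-immortalized A-T patient fibroblasts ([…]), 500 cells/well in OPTI-MEM, 1% FBS, got compounds for 60 min, then NCS for 30 min at 37C. Lysates were then assayed for phospho-KAP-1 by AlphaLISA (anti-pKAP1 donor, anti-KAP1 acceptor beads), 6 hr at 25C.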
Mito fusion yeast – blocks mitochondrial division or promotes mitochondrial fusion; S. cerevisiae fusion-defective mutant growth rescue, CellTiterGlo 48 h; Potency, µM (doses to about 46.1 µM), inactives show at the top dose growth rescue (activation), actives largely listed as activators; 0.23% of 320,000 active; AID 485298;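 further: potency means the concentration at half of the fitted maximal effect; % of control where 0% means no effect; nearly all actives have a fitted effect of over 45% in size; temperature-sensitive fusion mutants such as fzo1-1 at 37 °C on non-fermentable ethanol glycerol medium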
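Temperature-sensitive fusion-defective S. cerevisiae (e.g. fzo1-1, mgm1-5) were grown with compound in YPEG medium (3% ethanol, 3% glycerol) for 48 hours at 37C. Growth rescue was measured as viability by CellTiterGlo luminescence after 10 minutes at ambient.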
MBNL1 CUG block – inhibitors of human MBNL1 binding to CUG repeat RNA; Q9NR56; TR-FRET MBNL1-His/biotin-(CUG)12 binding, 665/545 ratio; Potency, µM (doses to about 57.5 µM), for inactives: at the top dose activity change, negative = inhibition, actives largely listed as inhibitors; 0.036% of 280,000 active; AID 2675; active means well fitted inhibition curve with a large enough effect in the signal ratio, with a control signal flat, not every such curve was filed as active; inconclusive means small, poorly fitted or top-dose-only effect, or effect the other way, or a change in a side signal; inactive means no such curve, though single readings can be large or run the other way; the % refers to the signal ratio; further: potency means the concentration at half of the fitted maximal effect; on the % scale 0 is the no-effect control and ±100 the full control effect
Target sequence (Q9NR56 whole entry, looked up): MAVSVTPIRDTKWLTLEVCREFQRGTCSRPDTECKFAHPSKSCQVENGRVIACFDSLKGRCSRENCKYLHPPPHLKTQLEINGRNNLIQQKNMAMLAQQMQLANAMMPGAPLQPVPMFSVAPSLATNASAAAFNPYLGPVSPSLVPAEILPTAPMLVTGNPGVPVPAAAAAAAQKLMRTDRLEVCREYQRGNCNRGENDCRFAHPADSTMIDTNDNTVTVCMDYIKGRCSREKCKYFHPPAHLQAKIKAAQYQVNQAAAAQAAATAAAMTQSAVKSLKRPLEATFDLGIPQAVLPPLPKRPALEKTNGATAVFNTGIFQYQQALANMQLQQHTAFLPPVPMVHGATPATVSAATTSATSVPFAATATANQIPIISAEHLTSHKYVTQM
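MBNL1-His + Biotin-(CUG)12, cpd titration 92 nM–58 uM; Tb anti-His Ab 0.055 ng/ul, SA-XL665 5 nM (final); 60 min RT; ratiometric 665/545 nm, Ex 340 nm; normalized to buffer and full-complex controls.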
TSG101-PTAP inh – blocks PTAP/TSG101 interaction to inhibit HIV-1 budding | Fluorescence polarization, FITC-PTAP peptide / Tsg101 binding | Potency, µM (titrated, usually from 115 µM), for inactives: at the top dose activity change, negative = inhibition, hits mostly inhibitors | 340,000 tested, under 10 active | Q99816; active means well fitted inhibition curve with a large enough effect in the main read-out, with a control signal flat, not every such curve was filed as active; inconclusive means small, poorly fitted or top-dose-only effect, or effect the other way, or a change in a side signal; inactive means no such curve, though single readings can be large or run the other way; further: potency means the concentration at half of the fitted maximal effect; % of control where 0% means no effect
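FP read-out: FITC-PTAP peptide, 50 nM final, binding Tsg101 binding domain, 10 uM final; 20 min, r.t.; 10 mM HEPES pH 7.5, 0.15 M NaCl, 0.01% Tween 20, 3 mM EDTA, 0.1 mM TCEP.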
TCR activator – T cell receptor activation. Potency, µM (top dose mostly 9.22 µM), without a hit: top-dose activation of IL-2 secretion, usual class: activators. 330,000 tested, under 10 active. AID 504894. primary human leukocytes, anti-CD3, IL-2 HTRF, 48 h; further: % of control where 0% means no effect
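Activity was scored as IL-2 release from primary human leukocytes given only a TCR signal (a-CD3 beads) plus compound for 48 hr. Detection used a two-antibody HTRF format read at 665nm.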
TSHR antag – blocks TSH signaling through the human TSH receptor | P16473 | TSHR-expressing cells, TSH-stimulated cAMP HTRF, 2 h; stronger effect = lower value | activity change, negative = inhibition, % at 11.5 µM | 0.2% of 330,000 active | AID 504810;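 active means activity change below a set negative limit, meaning inhibition stronger than a set level, cut at about -70% in these data; inconclusive means activity change between two set negative limits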; further: on the % scale 0 is the no-effect control and ±100 the full control effect
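Freshly harvested TSHR cells receive pin-tooled compound, then EC80 TSH at 4nM final. After 2 hours at 37 deg C, antibody in lysis buffer and cAMP-d2 are added; 30 minutes at ambient temperature precede the HTRF read.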
MLL CXXC-DNA inh – inhibitors of human MLL CXXC domain-DNA interaction. Q03164. MLL-CXXC / FITC-HOXA9 DNA fluorescence polarization. Potency, µM (highest dose often 115 µM), without a hit: top-dose activity change, negative = inhibition, usual class: inhibitors. 0.037% of 290,000 active. AID 2662; active means well fitted inhibition curve with a large enough effect in the polarisation, with a control signal flat, not every such curve was filed as active; inconclusive means small, poorly fitted or top-dose-only effect, or effect the other way, or a change in a side signal; inactive means no such curve, though single readings can be large or run the other way; the % refers to the polarisation; further: potency means the concentration at half of the fitted maximal effect
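Purified MLL-CXXC (added from a 7 uM solution) was preincubated 5 min at ambient with pinned compounds in 50 mM Tris-HCl pH 7.5, 50 mM NaCl, 1 mM DTT, 0.05% BSA. Fluorescein-labeled HOX-A9 DNA (50 nM solution) followed, 30 min, then polarization read.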
S-ASM inh – inhibitors of human secretory acid sphingomyelinase; placental ASM, HMU-PC fluorogenic substrate, 60 min; Potency, µM (doses to about 57.5 µM), for inactives: at the highest dose activity change, negative = inhibition, usual class: inhibitors; AID 504937; 0.006% of 340,000 active; further: potency means the concentration at half of the fitted maximal effect
Target sequence (P17405 47-631 limits assumed): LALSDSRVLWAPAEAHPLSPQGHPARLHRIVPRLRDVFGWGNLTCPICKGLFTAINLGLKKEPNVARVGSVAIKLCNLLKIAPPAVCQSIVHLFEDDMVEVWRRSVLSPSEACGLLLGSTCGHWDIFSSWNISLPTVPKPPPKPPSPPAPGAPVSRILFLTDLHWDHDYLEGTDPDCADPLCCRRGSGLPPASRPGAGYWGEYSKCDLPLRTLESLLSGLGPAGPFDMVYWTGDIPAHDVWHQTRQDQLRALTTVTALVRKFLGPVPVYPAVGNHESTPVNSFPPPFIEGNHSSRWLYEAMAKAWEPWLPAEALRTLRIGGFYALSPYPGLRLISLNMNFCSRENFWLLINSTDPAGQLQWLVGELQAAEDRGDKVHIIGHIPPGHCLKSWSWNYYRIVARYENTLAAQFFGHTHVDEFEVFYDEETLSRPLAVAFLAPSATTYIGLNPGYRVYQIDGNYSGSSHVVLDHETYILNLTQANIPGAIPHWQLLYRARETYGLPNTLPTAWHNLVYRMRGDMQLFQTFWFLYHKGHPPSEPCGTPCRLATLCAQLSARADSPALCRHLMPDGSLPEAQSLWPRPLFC
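Fluorescence read-out (Ex 386 nm, Em 447 nm) after stopping the reaction at pH 10. Enzyme: ASM from human placenta; substrate HMU-PC0, 9 uM final; 60 min, 37 °C. Compound preincubation 10 min, ambient temperature.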
Menin-MLL TR inh – inhibitors of human menin-MLL interaction, mutant MLL peptide. Menin + Texas Red MLL mutant peptide, fluorescence polarization. Potency, µM (top dose mostly 61.6 µM), for inactives: at the top dose FP activity change, negative = inhibition, actives largely listed as inhibitors. 0.23% of 270,000 active; active means well fitted inhibition curve with a large enough effect in the polarisation, with a control signal flat, not every such curve was filed as active; inconclusive means small, poorly fitted or top-dose-only effect, or effect the other way, or a change in a side signal; inactive means no such curve, though single readings can be large or run the other way; the % refers to the polarisation; further: potency means the concentration at half of the fitted maximal effect; % of control where 0% means no effect; many of its hits are not listed in these tables
Numbers without * were called inactive; ? = inconclusive; . = not tested or not shown; [ ] = another dose, or the depositor's remark. Unless noted, the call rests on the fitted dose curve; in most records, active means well fitted curve in the direction sought with a large enough effect; inconclusive means small, poorly fitted or top-dose-only effect, or another doubt; inactive means no such curve, though single readings can be large; an effect the other way counts as inactive or inconclusive. The list is partial; rates above refer to the full screens.

SMILES	Integrin act MD	AT treatment	Mito fusion yeast	MBNL1 CUG block	TSG101-PTAP inh	TCR activator	TSHR antag	MLL CXXC-DNA inh	S-ASM inh	Menin-MLL TR inh
CC(NCc1ccc(S(N)(=O)=O)cc1)C(=O)N1CCc2ccccc21 (stereo not drawn)	6%	22%	-5%	-7%	0%	3%	-18	7%	6%	.
Cn1c(Cn2c(=O)sc3ccccc32)nnc1SCC(=O)Nc1cccc(F)c1	-26%	-1%	-2%	1%	-2%	2%[46.1 µM]	-9	18%	5%	1%
O=C(CSc1nnnn1Cc1ccccc1)c1ccccc1	3%	9%	6%	7%	0%	-4%	-8	5%	-3%	-5%
O=C(C1CCN(S(=O)(=O)c2cccc3cccnc23)CC1)N1CCn2c1nc1ccccc12	-60%	5%	4%	2%	-4%	0%	-14	2%	-8%	-2%
C=CCn1c(=N)c(C(=O)OCC)cc2c(=O)n3cc(C)ccc3nc21	.	6%	-1%	?	.	.	26	13%	.	11%
O=C(NCC1CCCCC1)c1cc(Br)ccc1Cl	18%	4%	-4%	3%	-2%	-17%	3	0%	-26%	-4%
Cc1csc(=N)n1-c1ccc(Cl)cc1	17%	3%	-17%	2%	-3%	0%	2	4%	6%	?
C/C(Cl)=C\COc1cc(C)nc2c(Br)cccc12	1%	18%	17%	20%	1%	-8%	-13	0%	-3%	-3%
Cc1ccc(OCC(=O)OCC(=O)c2ccccc2)cc1C	-21%	2%	3%	-1%	-3%	-3%	-27	8%	0%	.
Cc1noc(C)c1CCC(=O)Nc1c(C(C)C)cccc1C(C)C	7%	4%	1%	.	0%	-2%	1	.	5%	.
CCOC(=O)c1c(NC(=O)c2cccs2)sc2c1CCCC2	9%	-1%	-3%	-6%	-5%	2%	2	9%	175%[activator]	.
O=C(c1ccccc1)c1ncc[nH]1	10%	34%	14%	1%	-3%	-3%	-4	1%	-1%	-4%
CC(C)Nc1nc(NC(C)C)nc(Oc2ccc(/C=N/O)cc2)n1	-28%	-4%	4%	-12%	-7%	.	-4	10%	0%	-6%
CCOC(=O)c1sc2cc([N+](=O)[O-])cc(SCC(C)C)c2c1N	-10%[7.66 µM]	1%	0%	7%	-7%	-2%	7	21%	-6%	.
Cc1cccc(OC(C)C(=O)Nc2ccc(S(=O)(=O)N3CCCC3)cc2)c1 (stereo not drawn)	-53%[inhibitor]	5%	3%	-2%	-3%	-3%	3	5%	-1%	.
COc1cccc(-c2nc(CS(=O)(=O)CC(=O)NCCN3CCOCC3)c(C)o2)c1	5%	1%	-1%	2%	0%	-12%	5	1%	-6%	1%
Cc1cc(NS(=O)(=O)c2ccc(NC(=O)/C=C/c3ccccc3Cl)cc2)no1	9%	-4%	2%	16%	-2%	0%	-14	-20%	-24%	?
CCOc1cc(/C=N/NC(N)=O)ccc1OC(=O)c1ccc(C)cc1	.	1%	4%	-2%	.	.	-7	30%	.	.
COC(=O)c1cc2c(ccn2-c2ccc(F)cc2)n1Cc1ccc(OC(C)=O)cc1	-43%	.	?	0%	-3%	2%[46.1 µM]	18	-9%	-6%	0%
Cc1ccc(NC(=O)c2cc(-c3cccs3)on2)cc1	2%	4%	5%	16%	-7%	-4%	-16	4%	-2%	.
CSCCC(NC(=O)/C(=C/c1ccc(F)cc1)NC(C)=O)C(=O)O (stereo not drawn)	21%	-2%	0%	-1%	1%	-1%	-4	12%	1%	14%
COc1ccc(C2C(C(=O)c3ccco3)=C(O)C(=O)N2CCN2CCOCC2)c(OC)c1 (stereo not drawn)	-20%	-3%	-8%	15%	-2%	-5%	-2	7%	-2%	.
COc1ccc(N(C)C(=O)Nc2ccc3nsnc3c2)cc1	?	1%	-3%	?	0%	-3%	2	4%	2%	2%
O=C(CCCN1C(=O)/C(=C\c2cccs2)SC1=S)Nc1ccc(O)cc1	-61%[inhibitor]	-23%	1%	?	-1%	1%	-4	-6%	-17%	.
Cc1cccc(N2CCN(C(=O)CCS(=O)(=O)c3ccc4c(c3)NC(=O)CO4)CC2)c1C	-16%	2%	-5%	4%	1%	-9%	-12	15%	-2%	-25%
CCOC(=O)C(Cc1ccc(O)cc1)NC(=O)CCc1c[nH]c2ccccc12 (stereo not drawn)	38%	-14%	13%	-7%	1%	4%	-7	5%	2%	24%
CSc1ccc(CN(C)C(=O)CSCC(=O)Nc2ccc(C)cc2)cc1	9%	2%	28%	.	-1%	-3%	-2	.	1%	.
COc1ccc(CN(C)C(C)C(=O)Nc2ccc(S(=O)(=O)N3CCCC3)cc2)c(OC)c1OC (stereo not drawn)	.	-2%	0%	0%	.	.	-11	-7%	.	-11%
CCOc1ccc(-c2csc3ncn(-c4ccc(OC)cc4)c(=O)c23)cc1	1%	2%	17%	47%[activator]	-2%	-4%	15	9%	-9%	14%
COc1ccc(CC(=O)NCCc2ccc(S(N)(=O)=O)cc2)cc1	-7%	.	-2%	-10%	0%	3%	17	-1%	5%	-3%
COc1cc(NC2c3ccccc3C(=O)N2c2cc(C)ccn2)cc(OC)c1OC (stereo not drawn)	-2%	-2%	4%	-2%	0%	0%	2	-1%	1%	-1%
COc1ccc(CNC(=O)CCn2c(C)csc2=O)cc1	-2%	10%	2%	.	-1%	1%	-10	.	3%	.
NC(=O)C1CCN(C(=O)NC2CC(=O)N(c3ccc4c(c3)OCCO4)C2)CC1 (stereo not drawn)	-14%	13%	4%	.	0%	-4%	10	.	4%	.
Cc1cc(C)n2nc(-c3cccnc3)nc2n1	12%	-3%	4%	-7%	-4%	-20%	9	13%	1%	-7%
CC(C)=CC(=O)OCC(=O)Nc1cc([N+](=O)[O-])ccc1F	9%	2%	0%	?	-5%	6%[46.1 µM]	-1	8%	10%	-11%
COc1ccc(C2CC(c3ccc(Cl)c(Cl)c3)Nc3nc(N)nn32)cc1 (stereo not drawn)	13%	7%	-1%	5%	-4%	-3%	4	-5%	27%	-1%[11.7 µM]
CCN(CC)c1ccc(NC2CC(=O)N(CCc3ccc(OC)cc3)C2=O)cc1 (stereo not drawn)	-11%	-27%	-13%	16%	4%	8%	-5	5%	-3%	.
COc1ccc([C@@H]2C=C(C(=O)O)O[C@H](OCCCCO)C2)cc1	-19%	5%	-4%	11%	-4%	9%	-9	1%	5%	.
Cc1ccc(N/C=C/C(=O)C(C)(C)C)c(O)c1	-10%	.	-7%	?	-1%	0%	.	1%	9%	-9%
C#CCOC(=O)Nc1cnccc1C(F)(F)F	-41%	2%	-2%	.	1%	0%	-12	-1%	1%	.
CC(=O)c1cccc(N(CC(=O)NC2CCCCC2)C(=O)Cn2nnc(-c3ccccc3)n2)c1	0%	-5%	-8%	-6%	-6%	-1%	0	1%	?	.
CCOc1ccc(N(C)S(=O)(=O)c2ccc3[nH]cc(C(=O)NCCOC)c(=O)c3c2)cc1	26%	-1%	2%	12%	-1%	-5%	-12	-3%	-4%	-2%
Cc1ccc(NS(=O)(=O)c2ccc(-n3cccn3)cc2)nc1	40%	28%	-1%	-9%	0%	-26%	-12	-5%	-1%	.
O=C(CN1CCN(Cc2ccccc2)CC1)N1CCCc2ccccc21	13%	16%	-1%	-3%	-5%	11%	-3	2%	-2%	?
CC(C)(C)NC(=O)CN1CCCN(C(=O)c2cccc(S(=O)(=O)N3CCc4ccccc43)c2)CC1	?	11%	6%	.	0%	-3%	-12	.	-1%	.
O=C(N/N=C/c1ccccc1)c1ccc(OCc2ccccc2)cc1	6%	6%	-3%	.	-1%	0%	-30	12%	-3%	?
Cc1cc(C)c(C)c(C(=O)C(=O)c2ccccc2)c1	6%	.	.	.	-3%	3%	.	.	5%	.
Cc1cccc(C)c1-n1nnnc1SCC(=O)N1CCNC1=O	-1%	-8%	-3%	.	-4%	-5%	-6	.	2%	.
NS(=O)(=O)c1cccc(NC(=O)c2cccc(N3C(=O)c4ccccc4C3=O)c2)c1	-12%	1%	.	.	-8%	-4%	-8	.	-1%	.
O=C(N/N=C/c1ccncc1)c1cc([N+](=O)[O-])cc([N+](=O)[O-])c1O	13%	-10%	0%	?	-1%	8%	-5	-17%	-4%	?
O=C(C1CCN(S(=O)(=O)N2CCCC2)CC1)N1CCCCC1	2%	2%	1%	-2%	-4%	-1%	3	-3%	6%	.
O=C1ON=C(c2ccc(Cl)c([N+](=O)[O-])c2)/C1=C/c1cccc([N+](=O)[O-])c1O	-21%	8%	3%	.	-2%	0%	19	.	-3%	.
